NALP1 inh: NALP1 inflammasome inhibitors in reconstituted yeast, colorimetric, S. cerevisiae, triplicate retest; S. cerevisiae NALP1/ASC/caspase-1 growth, X-gal OD620, 72 h; inhibition, % at 10 µM; actives 0.61% (n = 280,000); in the data active = inhibition mostly above about 24%, no sharp cut-off; inactive = mostly below about 32%; also: some compounds called inactive have numbers as strong as hits
OXTR ag: human OXTR agonists, primary screen, fluorescence, CHO-OTR cells, Fluo-8 calcium; Oxytocin receptor (Homo sapiens), P30559; activation, % at 3 µM; actives 0.32% (n = 320,000); Fluo-8 calcium fluorescence; normalized: DMSO 0%, oxytocin 100%;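 active = activation above the mean of all tested compounds plus 3 SD, cutoff set per screening run, cut at about 20% in these data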;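 also: peak over basal fluorescence ratio from a 100 s FLIPR kinetic read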
Target sequence (P30559 whole entry, looked up): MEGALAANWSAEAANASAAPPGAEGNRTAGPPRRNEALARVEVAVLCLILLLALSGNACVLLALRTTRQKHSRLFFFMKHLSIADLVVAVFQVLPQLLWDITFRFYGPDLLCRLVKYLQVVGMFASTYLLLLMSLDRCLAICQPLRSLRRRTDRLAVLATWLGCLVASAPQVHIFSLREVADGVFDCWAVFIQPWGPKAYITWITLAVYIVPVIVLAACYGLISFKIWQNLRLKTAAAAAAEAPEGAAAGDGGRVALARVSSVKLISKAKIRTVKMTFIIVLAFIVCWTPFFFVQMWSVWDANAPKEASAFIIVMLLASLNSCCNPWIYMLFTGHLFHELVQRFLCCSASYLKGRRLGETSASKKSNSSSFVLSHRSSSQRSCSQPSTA
MEKK2 mut-MEK5: MEK5 binding signal on mutant MEKK2 PB1, primary screen, biochemical, multiplex bead flow cytometry, Alexa488-MEK5. Alexa488-MEK5 binding to MEKK2 mutant. percent response, % at 10 µM. actives 0.35% (n = 290,000). AID 1530, 2009; in the data active = percent response above about 24%, passing the limit was not always enough; also: inactives centre near 1; some results filed as inactive read as strong as hits; reference of the scale not given here
V1aR counter: agonists of human V1a receptor, primary screen, counter-screen for OXTR agonist project, fluorescence, CHO-V1R cells. Vasopressin V1a receptor (Homo sapiens), P37288. Fluo-8 calcium fluorescence, agonist mode; 0% DMSO, 100% 3 nM vasopressin. activation, % at 3 µM. actives 0.25% (n = 320,000);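 active = activation above the mean activation of all tested compounds plus 3 SD, per screening run, cut at about 20% in these data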;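 also: signal is peak over basal fluorescence ratio across a 100 second FLIPR read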
Target sequence (P37288 whole entry, looked up): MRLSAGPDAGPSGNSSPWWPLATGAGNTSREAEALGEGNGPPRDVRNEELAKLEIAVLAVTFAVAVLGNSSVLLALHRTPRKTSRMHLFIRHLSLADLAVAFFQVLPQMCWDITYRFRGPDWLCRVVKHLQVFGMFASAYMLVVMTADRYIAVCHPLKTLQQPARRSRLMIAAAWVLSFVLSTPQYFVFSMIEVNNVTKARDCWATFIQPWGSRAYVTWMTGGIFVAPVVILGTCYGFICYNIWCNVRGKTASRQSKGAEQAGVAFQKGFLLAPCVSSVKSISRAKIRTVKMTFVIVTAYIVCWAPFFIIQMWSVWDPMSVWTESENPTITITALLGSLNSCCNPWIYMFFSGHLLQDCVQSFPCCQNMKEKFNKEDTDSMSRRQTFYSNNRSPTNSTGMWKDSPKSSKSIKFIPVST
PHOSPHO1 block: PubChem AID 1565. actives 1.1% (n = 290,000). inhibition, % at 13.3 µM. Phosphoethanolamine/phosphocholine phosphatase (Homo sapiens), Q8TCT1. recombinant PHOSPHO1, absorbance phosphatase assay; in the data active = inhibition above about 60%
GPR7 antagonist: GPR7 receptor antagonists, primary screen, cell-based, fluorescence, single concentration; Neuropeptides B/W receptor type 1 (Homo sapiens), P48145; GPR7-expressing cells, fluorescence antagonist assay; inhibition, % at 4.4 µM; actives 1.1% (n = 290,000); in the data active = inhibition above about 16%, passing the limit was not always enough;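 also: cells stimulated with the agonist NPW; 0% = agonist with vehicle and 100% = vehicle without agonist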
MEKK2wt PB1 HTS: modulators of MEK5 binding to wildtype MEKK2, primary screen, biochemical, multiplex bead flow cytometry, Alexa488-MEK5. Mitogen-activated protein kinase kinase kinase 2 (Homo sapiens), Q9Y2U5. Alexa488-MEK5 binding to MEKK2 WT; actives lie on both sides. binding response (% of control), % at 10 µM. actives 1.1% (n = 290,000). AID 1531, 2009; in the data active = binding response below about 67% or above about 130%
GalR3 antagonist: GalR3 antagonists in HEK293 cells, primary screen, cell-based, fluorescence readout | inhibition, % at 3 µM | actives 0.44% (n = 360,000) | HEK293 GalR3-CNG cAMP membrane potential fluorescence; galR3 body fused to GalR1 C-terminus | Galanin receptor type 3 (Homo sapiens), O60755;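 active = inhibition above the screen-wide average plus 3 SD, cut at about 13% in these data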;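 also: forskolin and galanin both at EC90 stimulate the cells; cAMP rise reported by CNG channel membrane potential dye signal; 0% = forskolin plus galanin with DMSO and 100% = forskolin alone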
MEKK3 PB1 HTS: modulators of MEKK3-MEK5 PB1 binding, primary screen, biochemical, wildtype MEKK3, multiplex bead flow cytometry, Alexa488-MEK5 | Mitogen-activated protein kinase kinase kinase 3 (Homo sapiens), Q99759 | bead-based flow cytometry, Alexa488-MEK5 binding to MEKK3; actives lie on both sides; 0 = blocked by unlabeled MEK5, 100 = vehicle | binding response (% of control), % at 10 µM | actives 1.4% (n = 290,000) | AID 1529, 2009;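 active = binding response more than 3 SD above or below the average of its plate-row segment, actives on both sides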;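 also: Alexa488 bead fluorescence after subtracting the streptavidin-only scavenger bead signal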
An asterisk follows results filed as active; . = no result given.

entry | canonical_smiles | NALP1 inh | OXTR ag | MEKK2 mut-MEK5 | V1aR counter | PHOSPHO1 block | GPR7 antagonist | MEKK2wt PB1 HTS | GalR3 antagonist | MEKK3 PB1 HTS
1 | CCCn1c(N)c(N(CCOC)C(=O)/C=C/c2ccc(C(=O)OC)cc2)c(=O)[nH]c1=O | -14 | -0.8 | -1 | 1.2 | 48 | 2 | 103 | -8 | 114
2 | CCOC(=O)c1ccc2c(c1)nc(SCC(=O)NC(C)C)n2CC | . | -2.0 | -2 | -0.6 | 29 | -10 | 101 | -3 | 100
3 | CCCc1cc(=O)n2[nH]c(-c3ccco3)nc2n1 | -15 | 1.4 | -1 | 0.1 | 13 | -3 | 101 | -7 | 101
4 | O=C(c1ccccc1Cl)N1CCC(c2nc3c(nnn3Cc3ccco3)c(=O)[nH]2)CC1 | -74 | -1.0 | 11 | 0.2 | -2 | -8 | 110 | -2 | 106
5 | COc1cccc(C(=O)N(C)CC(=O)Nc2ccc(F)c(F)c2F)c1 | -3 | . | 1 | . | 24 | -5 | 100 | -8 | 100
6 | CCOC(=O)C1(Cc2ccccc2)CCCN(Cc2ccc(OCC)c(CO)c2)C1 (configuration not stated) | 10 | -0.1 | -5 | -0.2 | 48 | -1 | 94 | -7 | 98
7 | COc1ccc2nc(SCC(=O)NN)cc(C)c2c1 | 15 | -1.5 | 2 | 0.1 | -1 | -4 | 102 | -6 | 101
8 | CC(=O)C1=C(O)C(=O)N(CCC(=O)O)C1c1ccc(Cl)cc1Cl (configuration not stated) | 48 | 1.1 | 3 | -0.3 | 28 | -7 | 106 | -4 | 101
9 | CC(=O)c1ccc(OCc2cc(C(=O)NCCN3CCCC(O)C3)no2)cc1 (configuration not stated) | 20 | 0.1 | 0 | 0.1 | 12 | 6 | 100 | 6 | 101
10 | C/C(CC(=O)Nc1cc(C)ccn1)=N\NC(=O)c1ccc(C)cc1 | -9 | -1.0 | 1 | 0.2 | 6 | -5 | 99 | -2 | 108

The closing two records of the part before lead into the next.
entry | canonical_smiles | NALP1 inh | OXTR ag | MEKK2 mut-MEK5 | V1aR counter | PHOSPHO1 block | GPR7 antagonist | MEKK2wt PB1 HTS | GalR3 antagonist | MEKK3 PB1 HTS
9 | CC(=O)c1ccc(OCc2cc(C(=O)NCCN3CCCC(O)C3)no2)cc1 (configuration not stated) | 20 | 0.1 | 0 | 0.1 | 12 | 6 | 100 | 6 | 101
10 | C/C(CC(=O)Nc1cc(C)ccn1)=N\NC(=O)c1ccc(C)cc1 | -9 | -1.0 | 1 | 0.2 | 6 | -5 | 99 | -2 | 108
11 | Cc1noc(C)c1S(=O)(=O)Nc1ccc(C(=O)N2CCN(c3cccc(Cl)c3)CC2)cc1 | 6 | 16 | 1 | 18 | 17 | -10 | 98 | -2 | 100
12 | COc1ccc(C(=O)Nc2c(Cl)cc(Cl)cc2C(=O)N2CCOCC2)cc1 | 32 | 0.1 | -3 | -0.6 | 27 | -18 | 101 | -4 | 101
13 | c1ccc2sc(N3CCN(Cc4nnnn4CC4CCCO4)CC3)nc2c1 (configuration not stated) | 13 | 1.5 | -8 | 2.0 | -8 | 2 | 92 | -5 | 88
14 | O=C(Cn1cc(C(F)(F)F)ccc1=O)Nc1ccccc1 | -7 | 2.6 | -6 | 0.0 | -4 | -5 | 98 | -3 | 91
15 | CCOc1ccccc1NC(=O)/C(C#N)=C/c1c(C)nn(-c2ccc(F)cc2)c1Cl | 22 | -1.2 | -1 | -0.8 | 13 | -9 | 99 | 0 | 101
16 | COC(=O)c1ccccc1NS(=O)(=O)c1ccc2[nH]c(=O)[nH]c2c1 | 36 | 0.9 | -1 | 0.1 | -14 | -14 | 98 | 1 | 95
17 | COC(=O)N1CC(c2ccccc2)CC1=O (configuration not stated) | 15 | -0.8 | 5 | 0.3 | 0 | -4 | 108 | -5 | 103
18 | CCCCCCCCc1nc(SC(C)C(=O)O)n[nH]1 (configuration not stated) | 19 | -0.4 | -2 | 1.2 | -26 | -11 | 97 | -4 | 98
19 | COc1ccc(CCNC(=O)c2c(C)noc2C)cc1 | -1 | -0.2 | -1 | -1.1 | 11 | 13 | 100 | -2 | 101
20 | CCN(CC)C(=O)COc1ccc2c(c1)C(=O)CC(C)(C)O2 | 0 | 1.0 | 2 | 0.1 | -12 | -13 | 102 | -4 | 101

Arranged by heavy-atom count (ascending): twelve of the compounds above.
entry | canonical_smiles | NALP1 inh | OXTR ag | MEKK2 mut-MEK5 | V1aR counter | PHOSPHO1 block | GPR7 antagonist | MEKK2wt PB1 HTS | GalR3 antagonist | MEKK3 PB1 HTS
17 | COC(=O)N1CC(c2ccccc2)CC1=O (configuration not stated) | 15 | -0.8 | 5 | 0.3 | 0 | -4 | 108 | -5 | 103
7 | COc1ccc2nc(SCC(=O)NN)cc(C)c2c1 | 15 | -1.5 | 2 | 0.1 | -1 | -4 | 102 | -6 | 101
19 | COc1ccc(CCNC(=O)c2c(C)noc2C)cc1 | -1 | -0.2 | -1 | -1.1 | 11 | 13 | 100 | -2 | 101
14 | O=C(Cn1cc(C(F)(F)F)ccc1=O)Nc1ccccc1 | -7 | 2.6 | -6 | 0.0 | -4 | -5 | 98 | -3 | 91
20 | CCN(CC)C(=O)COc1ccc2c(c1)C(=O)CC(C)(C)O2 | 0 | 1.0 | 2 | 0.1 | -12 | -13 | 102 | -4 | 101
8 | CC(=O)C1=C(O)C(=O)N(CCC(=O)O)C1c1ccc(Cl)cc1Cl (configuration not stated) | 48 | 1.1 | 3 | -0.3 | 28 | -7 | 106 | -4 | 101
16 | COC(=O)c1ccccc1NS(=O)(=O)c1ccc2[nH]c(=O)[nH]c2c1 | 36 | 0.9 | -1 | 0.1 | -14 | -14 | 98 | 1 | 95
5 | COc1cccc(C(=O)N(C)CC(=O)Nc2ccc(F)c(F)c2F)c1 | -3 | . | 1 | . | 24 | -5 | 100 | -8 | 100
12 | COc1ccc(C(=O)Nc2c(Cl)cc(Cl)cc2C(=O)N2CCOCC2)cc1 | 32 | 0.1 | -3 | -0.6 | 27 | -18 | 101 | -4 | 101
9 | CC(=O)c1ccc(OCc2cc(C(=O)NCCN3CCCC(O)C3)no2)cc1 (configuration not stated) | 20 | 0.1 | 0 | 0.1 | 12 | 6 | 100 | 6 | 101
6 | CCOC(=O)C1(Cc2ccccc2)CCCN(Cc2ccc(OCC)c(CO)c2)C1 (configuration not stated) | 10 | -0.1 | -5 | -0.2 | 48 | -1 | 94 | -7 | 98
11 | Cc1noc(C)c1S(=O)(=O)Nc1ccc(C(=O)N2CCN(c3cccc(Cl)c3)CC2)cc1 | 6 | 16 | 1 | 18 | 17 | -10 | 98 | -2 | 100

More structures
entry | canonical_smiles | NALP1 inh | OXTR ag | MEKK2 mut-MEK5 | V1aR counter | PHOSPHO1 block | GPR7 antagonist | MEKK2wt PB1 HTS | GalR3 antagonist | MEKK3 PB1 HTS
21 | Cn1c(CN2CCCC2)nc2cc(NC(=O)Nc3ccccc3)ccc21 | 6 | -0.2 | 1 | 0.7 | 38 | -2 | 110 | 8 | 102
22 | Cc1ccc(C(=O)NCCc2c[nH]c3ccccc23)s1 | 18 | -1.8 | 7 | 0.2 | 28 | 0 | 110 | -3 | 102
23 | O=C(NC(=S)Nc1cccc(F)c1)c1cccc([N+](=O)[O-])c1 | 13 | -1.0 | 4 | 1.6 | -15 | 11 | 100 | -7 | 101
24 | O=[N+]([O-])c1cccc(S(=O)(=O)N2CCc3ccccc3C2)c1 | -4 | -1.8 | 5 | 0.0 | 44 | -17 | 100 | -8 | 101

Screens: PubChem BioAssay, several laboratories
